Screens as filed in PubChem.
NR2E3 ag-1 – NR2E3 (human) agonism; Q9Y5X4; inhibition of corepressor binding, % at 4.78 µM; 0.12% of 320,000 active; AID 2300; GST-NR2E3/biotin-RetCOR TR-FRET, 1536-well;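 active = percent inhibition above the cutoff of mean plus 3 SD of all tested compounds, set per screening campaign, cut at about 20% in these data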;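 note: 0% = DMSO wells and 100% = biotin wells as full block of FRET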
Target sequence (Q9Y5X4 whole entry, looked up): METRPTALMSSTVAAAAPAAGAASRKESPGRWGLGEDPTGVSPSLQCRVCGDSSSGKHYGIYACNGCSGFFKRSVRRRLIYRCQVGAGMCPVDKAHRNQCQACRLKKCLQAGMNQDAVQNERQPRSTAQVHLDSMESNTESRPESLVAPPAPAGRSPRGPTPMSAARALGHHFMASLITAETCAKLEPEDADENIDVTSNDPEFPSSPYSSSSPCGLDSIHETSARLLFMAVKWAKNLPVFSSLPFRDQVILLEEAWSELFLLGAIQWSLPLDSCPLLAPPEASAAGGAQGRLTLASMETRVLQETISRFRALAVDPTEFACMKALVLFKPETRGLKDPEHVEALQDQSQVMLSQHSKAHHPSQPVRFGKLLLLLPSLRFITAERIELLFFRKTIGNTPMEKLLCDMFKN
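System: GST-tagged NR2E3 plus biotinylated RetCOR corepressor; Buffer or medium: pH 7.5 Tris-based buffer; Probe or stimulus: RetCOR corepressor, biotinylated, 7 nM; Doses: compound at 4.8 µM, single dose; Schedule: 5 h incubation at 4 °C; Technique: time-resolved FRET; Evaluation: percent inhibition of TR-FRET ratio; Replication: one well per compound, singlicate testing.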
MITF TRPM1 inh – inhibitors of MITF-driven TRPM1 promoter in melanoma cells; SK-MEL-5 TRPM1 promoter luciferase, 24 h; inhibition, % at 12.5 µM; 0.83% of 330,000 active; AID 488899;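 active = mean inhibition across replicates of 60% or more, whatever share of single replicates reaches that level; inconclusive = some that reach 60%, reason not given; inactive = mean inhibition across replicates below 60%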; note: values of inactives mirror those of a sister screen read the other way
CF NFkB block – blocks PAF-induced NF-kB reporter in cystic fibrosis cells; KKLEB NF-kB-GFP reporter, GFP fluorescence overnight; inhibition, % at 5 µM; 0.86% of 360,000 active; AID 588850;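 active = at least 50% inhibition at 5 µM, scaled per plate between neutral and stimulator controls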;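 note: PAF is a Pseudomonas aeruginosa culture filtrate used as stimulus; plate controls were PAF-stimulated DMSO wells for no effect and unstimulated DMSO wells for full effect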
KKLEB cytotox – counter-screen for CF NF-kB inhibitors: cytotoxicity; 0.36% of 360,000 active; KKLEB CF airway cells viability, ATPlite luminescence, overnight; active compounds read low; cells stimulated with P. aeruginosa culture filtrate; AID 602141; activity change (cytotoxicity), % at 5 µM;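 active = corrected activity change at or below -50% at 5 µM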
NR2E3 ag-2 – activates human NR2E3 receptor; AID 602229; 0.35% of 360,000 active; inhibition of corepressor binding, % at 3.98 µM; CHO-S Gal4-NCOR/VP16-NR2E3 two-hybrid, luciferase;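 active = inhibition above the mean of all tested compounds plus 3 SD, cut at about 70% in these data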;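 note: 0% = DMSO with NR2E3 transfected cells and 100% = cells lacking NR2E3 construct; higher means lower luciferase signal from less NR2E3 corepressor binding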
CaV13 FRET inh – Primary screen for inhibitors of IQ motif and Ca2+-dependent inactivation inhibitor domain binding in CACNA1D, Förster resonance energy transfer in living cells, …; HEK cells, CFP/YFP FRET ICDI-IQ, plate reader, 10 min; percent FRET-ratio fall versus neutral wells; inhibition, % at 12.3 µM; 0.098% of 340,000 active;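 active = mean replicate inhibition of at least 30% and at least 1% of replicates passing that level; inconclusive = only one of the two criteria is met; inactive = neither criterion is met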;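 note: 0% = median of the neutral control wells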
Shn3 inh set2 – reduces Shn3 3'UTR luciferase signal in osteoblasts; inhibition, % at 12.5 µM; 0.52% of 360,000 active; Clone20 osteoblast Shn3 3'UTR firefly luciferase, 24 h;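 active = mean inhibition of at least 75% with every replicate also reaching 75%; inconclusive = mean inhibition at least 75% but some replicate below; inactive = mean inhibition below 75%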;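 note: 0% = median of neutral control wells and 100% = pilot-screen positive control compound; some compounds past the cut are filed as inactive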
Vif imaging – HIV Vif inhibition; HEK293T cells, Vif self-association by quenched fluorescence, imaging, 24 h; inhibition, % at 7.49 µM; AID 602346; 0.35% of 340,000 active; in the data active = inhibition above about 50%, passing the limit was not always enough; inconclusive = no clear call, values can overlap the other calls; inactive = below about 31%; note: some results filed as inactive read as strong as hits
HIF-2a inh – HIF-2a inhibition; inhibition, % at 18.8 µM; 0.72% of 360,000 active; 786-0 RCC cells HIF-2a reporter, luciferase luminescence, overnight;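 active = inhibition of the luminescence signal of 40% or more relative to plate controls, in a single-dose primary screen at 18.75 µM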
Peg3 prom inh – inhibitors of Peg3 promoter; HeLa PEG-Prom luciferase reporter, luminescence, overnight; inhibition, % at 20 µM; 1.7% of 360,000 active; AID 588405;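 active = inhibition of at least 50% at 20 µM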
PDI inh – blocks human protein disulfide isomerase activity | 0.052% of 350,000 active | inhibition, % at 10 µM | AID 588391 | P07237 | PDI insulin aggregation turbidity, A650, 90 min;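 active = mean inhibition across replicates of 30% or more, whatever share of single replicates reach that level; inconclusive = mean inhibition below 30% while every single replicate reaches 30%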;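 note: absorbance from insulin aggregation driven by PDI reduction with DTT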
Target sequence (P07237 whole entry, looked up): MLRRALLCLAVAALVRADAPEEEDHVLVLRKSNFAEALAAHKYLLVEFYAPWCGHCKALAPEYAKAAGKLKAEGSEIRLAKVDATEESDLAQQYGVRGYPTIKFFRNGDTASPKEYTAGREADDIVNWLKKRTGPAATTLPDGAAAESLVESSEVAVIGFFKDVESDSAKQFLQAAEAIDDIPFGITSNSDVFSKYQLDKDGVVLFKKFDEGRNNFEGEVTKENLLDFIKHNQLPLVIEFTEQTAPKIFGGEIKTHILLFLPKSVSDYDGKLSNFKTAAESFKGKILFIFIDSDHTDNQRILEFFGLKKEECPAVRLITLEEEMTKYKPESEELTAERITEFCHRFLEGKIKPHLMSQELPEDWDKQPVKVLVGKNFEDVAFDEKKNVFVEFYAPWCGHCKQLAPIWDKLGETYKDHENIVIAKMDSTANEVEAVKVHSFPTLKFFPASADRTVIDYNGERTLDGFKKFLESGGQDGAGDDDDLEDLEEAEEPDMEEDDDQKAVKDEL
Numbers without * were called inactive; ? = inconclusive; · = not tested or not shown.

SMILES | NR2E3 ag-1 | MITF TRPM1 inh | CF NFkB block | KKLEB cytotox | NR2E3 ag-2 | CaV13 FRET inh | Shn3 inh set2 | Vif imaging | HIF-2a inh | Peg3 prom inh | PDI inh
O=C(COc1ccc(F)cc1)Nc1nccs1 | 0 | -99 | -8 | -2 | -54 | -5 | -116 | -1 | -213 | -193 | 0
CCOC(=O)c1nc(C)n(-c2ccc(Cl)cc2Cl)n1 | -3 | -4 | -4 | -16 | 10 | · | -6 | 4 | 8 | 5 | -2
O=C(Nc1ccccc1N1CCOCC1)c1ccc2c(c1)C(=O)N(Cc1ccncc1)C2=O | -2 | 3 | -12 | -1 | -7 | -5 | 2 | 5 | 17 | 19 | -13
CC(=O)N1CC(C)Sc2ccc(S(=O)(=O)NCCc3ccc(C)cc3)cc21 (stereo unspecified) | 3 | 15 | 1 | 4 | 80* | -1 | 55 | -2 | -2 | 11 | -2
COc1ccc(NC(=O)c2ccc([N+](=O)[O-])cc2[N+](=O)[O-])c(OC)c1 | -2 | · | 6 | 3 | -11 | -4 | 4 | -8 | 8 | -3 | 2
COc1cccc(/C=N/n2c(-c3ccco3)nc3ccccc3c2=O)c1OC | -2 | 5 | -3 | 4 | -42 | -4 | 4 | 2 | -48 | 17 | 5
COc1ccccc1N(Cc1cc(=O)[nH]c2ccccc12)C(=O)c1ccc([N+](=O)[O-])cc1 | -4 | 12 | 10 | -6 | -12 | -1 | 25 | 1 | 22 | 13 | 2
O=C(c1cc(COc2cccc(C(F)(F)F)c2)on1)N1CCc2ccccc2C1 | 3 | -17 | -7 | -6 | 0 | -1 | -3 | -2 | 6 | 4 | 3
COc1ccc(CN(C)C(=O)CNC(=O)c2sc3ccccc3c2Cl)c(OC)c1OC | · | -19 | 3 | -14 | -47 | -5 | 63 | 2 | -44 | -5 | 8
CCOC(=O)N1CCN(C(=O)CN(Cc2ccc(Cl)cc2)S(=O)(=O)c2ccc(C)cc2)CC1 | 6 | 2 | 2 | 24 | 18 | -3 | 17 | -5 | 17 | 3 | 1
Cn1c(N)c(C(=O)CCl)c(=O)n(C)c1=O | 2 | 6 | 28 | -4 | -19 | -11 | -9 | -4 | 9 | 27 | 0
COc1ccccc1C(=O)OCC(=O)N1CCC(Cc2ccccc2)CC1 | 0 | -38 | 19 | 10 | -9 | -2 | 3 | 13 | 14 | -28 | 1
CN1/C(=C\C(=O)COC(=O)c2ccco2)C(C)(C)c2ccccc21 | 1 | 6 | -11 | 0 | -15 | -5 | 24 | 12 | 10 | -1 | -2
COc1cc(C(=O)NCC(=O)N/N=C(/C)c2ccc3c(c2)CCCC3)cc(OC)c1OC | -4 | 10 | 8 | -3 | -13 | -5 | 10 | -2 | 9 | 15 | 17
CCN(CC)CCN1C(=O)C(=O)/C(=C(/O)c2ccc(Cl)cc2)C1c1ccncc1 (stereo unspecified) | · | -9 | -14 | 2 | -1 | -3 | -1 | 0 | 10 | 4 | -8
N#C/C(=C\c1cn(Cc2cccc(F)c2)c2ccccc12)C(=O)NCc1ccco1 | 0 | -15 | 15 | -19 | 3 | -4 | -8 | 0 | 3 | 9 | 0
O=C1CCN(CCCc2ccccc2)CCN1CCO | 2 | · | -6 | 0 | 3 | -5 | -59 | -3 | -5 | -5 | 5
CCc1nnc(NC(=O)c2cc(S(=O)(=O)N3CCCCC3)ccc2C)s1 | 3 | 6 | 3 | -17 | 3 | -4 | -5 | -6 | 12 | 14 | -17
C=CCn1cc(C(=O)NCc2ccco2)c(=O)c2cc(S(=O)(=O)N3CCCCCC3)ccc21 | 3 | 14 | -4 | 4 | -10 | -4 | 43 | -16 | 37 | 27 | 7
Cc1ccc(C(C(=O)NC2CCCCC2)N(CCCN2CCOCC2)C(=O)c2snc(C(N)=O)c2N)cc1 (stereo unspecified) | 2 | -15 | -6 | 3 | -10 | -3 | -1 | 2 | 3 | -2 | 10
Cc1ccc(Cl)cc1-c1ccc(C=Nc2ccc(N3CCOCC3)cc2)o1 | -4 | 1 | -15 | -3 | 20 | -3 | -4 | 3 | 20 | 14 | 9
CCC/C(=N/NC(=O)c1cccc(Cl)c1)c1ccccc1 | 1 | -8 | -14 | 3 | -150 | -6 | -23 | 4 | -1 | 29 | -12
COc1cccc(/C=N/n2c(-c3cccs3)n[nH]c2=S)c1 | -2 | -3 | 19 | -12 | -16 | · | -4 | -5 | -5 | 5 | -8
COCCCn1c(SCc2nc3ccccc3c(=O)[nH]2)nc2ccccc2c1=O | 3 | 15 | 8 | -8 | -15 | -5 | 1 | · | 17 | 36 | -1
CCN(CC(=O)NC(=O)NC1CCCCC1)Cc1nc2ccccc2c(=O)[nH]1 | -1 | 6 | 4 | 3 | -22 | · | 6 | -12 | 3 | 13 | -1

Among those listed so far, these have fluorine:
SMILES | NR2E3 ag-1 | MITF TRPM1 inh | CF NFkB block | KKLEB cytotox | NR2E3 ag-2 | CaV13 FRET inh | Shn3 inh set2 | Vif imaging | HIF-2a inh | Peg3 prom inh | PDI inh
O=C(COc1ccc(F)cc1)Nc1nccs1 | 0 | -99 | -8 | -2 | -54 | -5 | -116 | -1 | -213 | -193 | 0
O=C(c1cc(COc2cccc(C(F)(F)F)c2)on1)N1CCc2ccccc2C1 | 3 | -17 | -7 | -6 | 0 | -1 | -3 | -2 | 6 | 4 | 3
N#C/C(=C\c1cn(Cc2cccc(F)c2)c2ccccc12)C(=O)NCc1ccco1 | 0 | -15 | 15 | -19 | 3 | -4 | -8 | 0 | 3 | 9 | 0

The listing picks up with the 4 entries that preceded the break.
SMILES | NR2E3 ag-1 | MITF TRPM1 inh | CF NFkB block | KKLEB cytotox | NR2E3 ag-2 | CaV13 FRET inh | Shn3 inh set2 | Vif imaging | HIF-2a inh | Peg3 prom inh | PDI inh
CCC/C(=N/NC(=O)c1cccc(Cl)c1)c1ccccc1 | 1 | -8 | -14 | 3 | -150 | -6 | -23 | 4 | -1 | 29 | -12
COc1cccc(/C=N/n2c(-c3cccs3)n[nH]c2=S)c1 | -2 | -3 | 19 | -12 | -16 | · | -4 | -5 | -5 | 5 | -8
COCCCn1c(SCc2nc3ccccc3c(=O)[nH]2)nc2ccccc2c1=O | 3 | 15 | 8 | -8 | -15 | -5 | 1 | · | 17 | 36 | -1
CCN(CC(=O)NC(=O)NC1CCCCC1)Cc1nc2ccccc2c(=O)[nH]1 | -1 | 6 | 4 | 3 | -22 | · | 6 | -12 | 3 | 13 | -1
Cc1ccc(S(=O)(=O)N2CCOCC2)cc1C(=O)OCC(=O)c1ccc(Br)cc1 | 3 | 3 | 15 | 0 | 26 | -7 | 6 | 1 | 5 | 19 | 2
O=C(CNC(=O)c1cccs1)NCCN1CCN(Cc2ccccc2)CC1 | 4 | -13 | 16 | 3 | -14 | · | -11 | 30 | 15 | 14 | -3
NC(=O)NC(=O)COC(=O)c1ccc(OC(F)(F)F)cc1 | 0 | 2 | -5 | 6 | 30 | -9 | 2 | · | 5 | -12 | -9
COc1ccc2nc(N3CCCC3)[nH]c2c1 | 0 | -10 | 13 | -9 | -7 | -9 | 3 | -10 | -62 | -33 | 19
Cc1ccc(S(=O)(=O)NCC(=O)N(CC(=O)NC(C)(C)C)Cc2cccs2)cc1 | -3 | 8 | -1 | 16 | -3 | -4 | 12 | 5 | 8 | 12 | 4
COc1cc(NC(=O)C2CCN(S(=O)(=O)c3cccs3)CC2)c(C(=O)O)cc1OC | · | · | -14 | 1 | 6 | -13 | -30 | 4 | 0 | -6 | 5
Cc1ccc(C)c(Nc2ncccc2C(=O)NCc2cccs2)c1 | -1 | -2 | 7 | -11 | -13 | -2 | 1 | 4 | 6 | 10 | -4
CSc1oc(-c2cccs2)nc1S(=O)(=O)c1ccccc1 | -1 | -8 | -16 | 1 | 1 | -3 | · | ? | -27 | -4 | 6
CCc1ccc(CNC(=O)c2ccc(OC3CCN(C(C)=O)CC3)c(OC)c2)nc1 | 2 | 11 | 16 | 2 | -2 | · | 6 | 5 | 2 | 12 | -5
CCn1c(NC(=O)c2cccs2)c(-c2cccs2)c(=O)c2ccccc21 | 0 | 5 | -2 | 2 | -5 | -5 | -3 | -7 | 11 | 22 | -3
Brc1cc2c(cc1C1OCCO1)OCO2 | · | 4 | 13 | -10 | -6 | -6 | -21 | -4 | 2 | 6 | 4
CCOC(=O)C1CCN(C(=O)CCc2nnc3ccc(N4CCC(C)CC4)nn23)CC1 | -1 | 9 | 2 | 3 | 8 | -13 | 10 | 9 | 7 | 8 | 0
CCOC(=O)N1CCC(N(CCOC)C(=O)Nc2ccc(Cl)c(Cl)c2)CC1 | 0 | 14 | 0 | 1 | 28 | · | 23 | -5 | 13 | 23 | 6
Cc1cc2nnc(SC(C)C#N)n2c2ccccc12 (stereo unspecified) | -5 | -1 | -42 | 1 | 4 | -6 | 17 | -9 | 10 | 5 | -4
CC(C)CN(C(=O)C(C)N1C(=O)c2ccccc2C1=O)c1c(N)n(Cc2ccccc2)c(=O)[nH]c1=O (stereo unspecified) | 0 | -3 | 28 | -18 | -25 | -6 | 2 | -1 | 0 | 4 | -2
CCN(CC)C(=O)c1cc2c(=O)c3cc(Cl)ccc3oc2nc1C | 3 | -42 | -11 | 5 | -36 | 7 | -17 | -3 | -111 | -52 | 5
O=C(NC1CCCCC1)N1CCN(C(=O)c2ccco2)CC1 | 7 | -10 | -5 | -5 | 11 | -7 | -2 | · | -15 | -10 | 2
CC1CN(Cc2nc3c(c(=O)[nH]c(=O)n3C)n2CCCc2ccccc2)CC(C)O1 (stereo unspecified) | 3 | 3 | -23 | -5 | 22 | -7 | 6 | -1 | -12 | -9 | 1
COc1cc(NC(=O)CSc2nc(=O)n(CCN3CCOCC3)c3c2CCCC3)cc(OC)c1 | -3 | 10 | 10 | -15 | -21 | -6 | -21 | -3 | 10 | 2 | 0
CCOC(=O)c1ccc(NC(=O)c2n[nH]c(=O)c3ccccc23)cc1 | 6 | -55 | 4 | 11 | -5 | -5 | -45 | 19 | -30 | -54 | -8
COCCNc1nnc(SCC(=O)NC(=O)c2ccc(Cl)cc2)s1 | · | -2 | 12 | -1 | -17 | -7 | 16 | 11 | 20 | 10 | 2
O=C(NNc1ccc(F)cc1)c1c(F)cccc1Cl | 0 | -3 | -3 | -3 | 7 | -20 | 5 | 14 | -1 | 7 | 1
